# Rat MKP-3 inhibitors – MKP-3 phosphatase inhibitors, primary screen, biochemical, rat enzyme, in vitro (AID 425) | one-dose inhibition, % at 20 µM; IC50 in µM for titrated hits | recombinant MKP-3 phosphatase activity, fluorescence; higher % means a stronger effect | 0.17% of 110,000 active; in the data active = inhibition above about 50%;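 note: plate controls were vehicle for no effect and reference inhibitor for full effect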
# Hsp70 displacement – Hsp70 inhibitors, probe displacement, primary screen, biochemical, fluorescence polarization (AID 583) | 0.06% of 140,000 active | one-dose displacement, % at 20 µM; IC50 in µM for titrated hits | Hsp70 fluorescence polarization probe displacement, mP; higher % means a stronger effect; in the data active = displacement above about 50%;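 note: plate controls were vehicle for no effect and reference ligand for full effect; a part of the inactive calls stands beside numbers as strong as those of hits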
# An asterisk follows results filed as active; · = not tested or not shown; & = joins results of further samples.
# Preview, three compounds:
SMILES,Rat MKP-3 inhibitors,Hsp70 displacement
N#Cc1nc(-c2ccc(F)cc2)oc1N1CCCC1,-8.6%,-3.6%
CCOC(=O)c1cnc(SCc2ccccc2)nc1N,-1.2%,-0.9%
CCOC(=O)Nc1ccc2c(c1)N(C(=O)CCN1CCN(C)CC1)c1ccccc1S2,·,-0.6%

# Main list, from the first entry:
SMILES,Rat MKP-3 inhibitors,Hsp70 displacement
N#Cc1nc(-c2ccc(F)cc2)oc1N1CCCC1,-8.6%,-3.6%
CCOC(=O)c1cnc(SCc2ccccc2)nc1N,-1.2%,-0.9%
CCOC(=O)Nc1ccc2c(c1)N(C(=O)CCN1CCN(C)CC1)c1ccccc1S2,·,-0.6%
CCOCCCNS(=O)(=O)c1ccccc1,·,-4.8%
S=c1[nH]nc(-c2ccc(Cl)cc2Cl)n1-c1ccccc1,5.4%,-0.7%
FC(F)(F)c1ccc(N2CCN(c3cc(-c4ccccc4)nc4ncnn34)CC2)nc1,-11.2%,-3.6%
CCOc1ccc2c(c1)-c1c(ssc1=S)C(C)(C)N2C(=O)c1ccc(OC)c(OC)c1,4.5%,3.7%
Cc1cc(C)cc(N2C(=O)CC(n3nc(C)cc3C)C2=O)c1 (configuration not stated),·,8.6%
CCOC(=O)c1oc2ccccc2c1CN1CCN(c2ccccc2)CC1,0.4%,7.5%
CC(=O)Nc1sc2c(c1C(N)=O)CCC(C)C2 (configuration not stated),-0.4%,4.1%
O=C(CC(C(=O)O)C1CCCO1)NCc1ccccc1 (configuration not stated),-1.5%&-1.5%,-5.4%&2.1%
CC1=CC(C)(C)Nc2ccc(OC(=O)C(C)N3C(=O)c4ccccc4C3=O)cc21 (configuration not stated),1.5%,2.4%
COc1ccc(N2CCN(C3CC(=O)NC3=O)CC2)cc1 (configuration not stated),11.5%,-9.0%
N/C(=N\OS(=O)(=O)c1ccc(Br)cc1)c1ccncc1,·,-1.0%
CCCC(C)NC(=O)c1cc(Cl)ccc1OC (configuration not stated),·,-1.9%
O=c1c(Cl)c(NCCCO)cnn1-c1nc2ccccc2[nH]1,·,-0.7%
c1ccc2c(c1)[nH]c1nc(SCCN3CCOCC3)nnc12,-15.3%,-14.1%
O=C(c1ccc(Cl)cc1)N1CCC(Cc2ccccc2)CC1,3.9%,1.9%
O=c1cc(N2CCN(c3ccccc3)CC2)[nH]c(=O)n1Cc1ccc(F)cc1,0.3%,1.8%
CC(=O)Nc1ccc(-c2nc3c(C)cccc3[nH]2)cc1,·,5.2%
COc1cc2nc(C3CCC3)n(NC(=O)C3CCCC(OC)C3)c(=O)c2cc1OC (configuration not stated),-3.4%,1.0%
COc1ccc(C)cc1S(=O)(=O)N1CCCC(C(=O)NCC2CCCO2)C1 (configuration not stated),1.8%,7.4%
Cc1cc(Cl)ccc1OCCCC(=O)N1CCN(C)CC1,·,3.5%
Cc1c(C(=O)N2CCN(c3ncccn3)CC2)sc2nc3n(c(=O)c12)CCCC3,6.5%,·
Cc1cc(Br)ccc1N1C(=O)c2ccc(-c3nc4ccccc4c(=O)o3)cc2C1=O,1.0%,0.3%

# Next results follow:
SMILES,Rat MKP-3 inhibitors,Hsp70 displacement
CCN1C(=O)/C(=C/c2nc3ccccc3c(=O)n2-c2cccc(OC)c2)c2ccccc21,2.7%,3.8%
O=S(=O)(NCC(c1cccnc1)N1CCN(c2ccc(F)cc2)CC1)c1ccc(F)cc1 (configuration not stated),-6.7%,-4.8%
O=C(Cn1nc(Cl)nc1Cl)Nc1ccccc1,-4.5%,2.7%
c1ccc(Cn2c(Sc3nnnn3-c3ccccc3)nnc2-c2ccccc2)cc1,-2.7%,3.1%
O=C(C1CCC(=O)N1Cc1ccccc1Cl)N1CCN(c2ccc(F)cc2)CC1 (configuration not stated),-1.7%,-2.7%
CCOC(=O)c1c(NC(=O)Oc2ccccc2)sc2c1CCC2,3.1%,-6.4%
COc1ccc(CC(=O)N2CC3(C)CC2CC(C)(C)C3)cc1OC (configuration not stated),-2.6%,-0.3%
Cc1ccc(N2CC(C(=O)Nc3ccc4c(c3)OCCO4)CC2=O)cc1 (configuration not stated),0.1%,-2.3%
COc1ccc(CCNc2oc(COc3ccc(Br)cc3)nc2C#N)cc1OC,-8.8%,·
Cc1cccc(NC(=O)COc2ccccc2C)n1,-15.8%,-2.4%
CCCn1c(=O)c(C(=O)Nc2ccccc2C(=O)OC)c(O)c2ccccc21,-8.5%,4.3%
O=c1[nH]c(=O)n(-c2ccccc2F)c(O)c1C=NCc1ccccc1F,0.0%,-4.9%
c1ccc(Nc2nc(N3CCCC3)nc(N3CCCC3)n2)cc1,·,1.5%
O=C(C1=C(O)/C(=C/c2ccc(O)cc2)CCC1)C(F)(F)F,·,3.2%
C[N+](C)(C)CCN(Cc1ccc(Cl)cc1)c1ccccn1,·,4.4%
O=C(Cn1c(SCC(=O)N2CCc3ccccc32)nc2ccccc21)NC1CCCC1,·,-0.8%
CCOc1ccc(NC(=O)C2C3CCC4C(CCC32)C4(Cl)Cl)cc1 (configuration not stated),3.6%,1.1%
CCCc1cc(=O)[nH]c(SCC(=O)N2CCC(C(=O)OCC)CC2)n1,3.0%,2.1%
COc1ccc(N2C(=O)C(Cl)=C(Nc3ccccc3O)C2=O)cc1,·,-0.4%
COCCn1c(C)cc(C(=O)COC(=O)c2c(C)nn(Cc3ccccc3)c2C)c1C,0.0%,1.6%
Nc1nc(CN2CCN(Cc3ccccc3)CC2)nc(Nc2ccc3c(c2)OCCO3)n1,5.1%,0.8%
O=C(c1ccc(Cl)s1)N1CCCC1,·,-0.7%
Cn1c(COc2ccc3ccccc3c2)nnc1SCC(=O)O,-11.2%,1.0%
CCN(CC)CCOC(=O)C1(C2CCCCC2)CCCCC1,1.9%,4.7%
COc1ccc(NC(=O)CCC(=O)Nc2nnc(C(F)(F)F)s2)c(OC)c1,·,0.2%

# (list continues)
SMILES,Rat MKP-3 inhibitors,Hsp70 displacement
CCCNC(=O)c1c(-c2ccccc2)noc1C,1.5%,0.9%
Cc1occc1-c1n[nH]c(=S)n1CC(C)C,·,-3.1%
CC(C)CN1C(=O)/C(=C/c2c(F)cccc2Cl)SC1=S,1.8%,0.7%
O=C(CCS(=O)CCC(=O)NCc1ccccc1)NCc1ccccc1,6.4%,3.0%
Cc1cc(NC(=O)C2CCCC2)n(-c2nc3ccccc3[nH]2)n1,·,-4.1%
N/C(Cc1cccs1)=N\OC(=O)COc1ccc(Br)cc1Cl,·,1.1%
CC(=O)N1CC=C2C(C#N)=C(N)C(C#N)(C#N)[C@H](c3ccoc3)[C@H]2C1,0.0%,9.4%
COc1ccc(OCCNc2cc(N3CCN(CCO)CC3)ccc2[N+](=O)[O-])cc1,0.3%,-1.6%
CC1CCCN(C(=O)c2ccc3c(=O)n(Cc4ccc5c(c4)OCO5)c(=S)[nH]c3c2)C1 (configuration not stated),·,2.7%
CN(c1ccccc1)c1nc2ccsc2c(=O)s1,-0.9%,-1.6%
C=CCn1c(SCCC)nc2sc3c(c2c1=O)CCc1ccccc1-3,-2.4%,0.5%
O=C(NCc1ccccc1)c1cc(=O)nc2sc(-c3ccccc3)nn12,-3.1%,-3.6%
CCn1ccc(C(=O)Nc2ccc(S(=O)(=O)Nc3ccccc3OC)cc2)n1,1.2%,·
CC(C)(C)c1cc(C(=O)Nc2ccccc2)ccn1,·,0.5%
Cc1ccccc1CSc1nnc(C)c(=O)[nH]1,0.2%,-2.3%
Cc1ccoc1C(=O)Nc1ccccc1,-1.9%,-0.9%
COc1ccc(-n2c(Cc3cccn3C)nnc2SCC(=O)Nc2cc(C)cc(C)c2)cc1,-1.8%,2.0%
CSc1n[nH]c(NCc2cccs2)n1,-14.3%,-0.6%
NC(=O)CCn1nc(-c2ccc(Cl)cc2)c2ccccc2c1=O,0.0%,-1.5%
CCCCc1cc2c(c(NC(C)=O)n1)c(=O)oc1ccccc12,-5.5%,4.3%
Cc1ccc(-c2n[nH]c(=O)c3ccccc23)cc1N,-9.3%,-0.7%
O=C(Nc1ccccc1O)c1ccc(C(=O)c2ccccc2)o1,2.5%,-2.8%
Cc1cc(C)n(-c2ccc(C(=O)Nc3sccc3C(N)=O)cc2)n1,-2.5%,-4.4%
COc1cc(C(=O)OC(C)C(=O)Nc2ccc3c(c2)OCO3)ccc1OCc1c(C)noc1C (configuration not stated),·,-1.5%
COCC(=O)Nc1ccc(Nc2ccccc2)cc1,-10.6%,-1.1%

# Two entries drawn at random from those above, as already listed:
SMILES,Rat MKP-3 inhibitors,Hsp70 displacement
CC(C)CN1C(=O)/C(=C/c2c(F)cccc2Cl)SC1=S,1.8%,0.7%
Cc1ccc(-c2n[nH]c(=O)c3ccccc23)cc1N,-9.3%,-0.7%

# Following part
SMILES,Rat MKP-3 inhibitors,Hsp70 displacement
COc1ccc(N2C(=O)NC(=O)/C(=C/c3ccc(-c4ccc(F)cc4)o3)C2=O)cc1,12.6%,-2.5%
CCN(CC)CC(C)(C)NS(=O)(=O)c1ccc(Cl)cc1,-1.6%,-6.7%
Cc1nnc(SC(C)C(=O)NCC2CCCO2)n1-c1ccccc1 (configuration not stated),8.0%,-6.1%
COc1cc(NC(=O)c2ccc([N+](=O)[O-])cc2)ccc1NC(=O)c1cc2ccccc2o1,-2.8%,0.5%
COC(=O)c1ccc(CSc2nnc(NC(C)C)s2)cc1,·,0.4%
CCOc1ccc(OCc2ccc(C(=O)NCc3ccncc3)o2)cc1,0.9%,0.9%
O=C(CCN1C(=O)C2CC=C(Cl)CC2C1=O)N1CCCCC1 (configuration not stated),-12.3%,33.5%
O=C(CSc1nnc2ccccn12)NCCN1C(=O)CSC1=O,1.3%,2.1%
O=C(O)Cc1ccc(C(=O)c2ccc(Cl)cc2)s1,·,-4.1%
CCN(CC)S(=O)(=O)c1ccc(Nc2ccc(-c3ccc4c(c3)OCCO4)nn2)cc1,·,-0.5%
CC(C)NCC(O)COCc1ccc(Cl)cc1 (configuration not stated),3.4%,0.0%
Cc1ccc(S(=O)(=O)/N=C2/C=C(Sc3nnnn3-c3ccccc3)C(=O)c3ccccc32)cc1,27.3%,5.7%
Cn1c2c(c3cc(F)ccc31)CCCC2=O,0.7%,2.0%
CCN1CCN(C(c2ccccc2F)c2nnnn2Cc2ccc3c(c2)OCO3)CC1 (configuration not stated),-2.0%,1.4%
Cc1ccc(C(O)(c2ccccc2)c2ccccc2C(C)N(C)C)c(C)c1 (configuration not stated),1.1%,4.6%
O=C1c2ccccc2NC(c2ccc3c(c2)OCCO3)N1c1ccc2c(c1)OCCO2 (configuration not stated),-3.3%,4.2%
N#CC1=C(SCc2ccccc2)NC(=O)C(C#N)C12CCCCC2 (configuration not stated),-4.5%,2.9%
CCCOc1cccc(OCCSc2nc(C)cc(=O)[nH]2)c1,-5.7%,1.9%
c1ccc(-c2cccc(-c3ccccn3)n2)nc1,-1.8%,0.2%
O=C(Nc1ccc(F)cc1)C1CCC(N2C(=O)c3ccccc3C2=O)CC1 (configuration not stated),-9.5%,·
CCOC(=O)C1=C(C)SC2=NS(=O)(=O)CCN21,-10.6%,2.2%
OCC1(c2cc(C(F)(F)F)n[nH]2)CCCCC1,8.8%,2.4%
CCc1ccc(NC(=O)N(CCN2CCOCC2)Cc2ccc3c(c2)CCCN3CC)cc1,·,7.7%
CCCN1CCN(C(c2cc3cc4c(cc3[nH]c2=O)OCO4)c2nnnn2C(C)(C)C)CC1 (configuration not stated),-2.9%,-0.5%
CCc1c(C)sc(NC(=O)c2ccc([N+](=O)[O-])cc2Cl)c1C(N)=O,-0.3%,-3.3%

# Single records (already shown). Screens in order: Rat MKP-3 inhibitors, Hsp70 displacement
# `CCN(CC)CC(C)(C)NS(=O)(=O)c1ccc(Cl)cc1` across the screens: -1.6%, -6.7%
# `CCN(CC)S(=O)(=O)c1ccc(Nc2ccc(-c3ccc4c(c3)OCCO4)nn2)cc1` across the screens: ·, -0.5%
# `COc1cc(NC(=O)c2ccc([N+](=O)[O-])cc2)ccc1NC(=O)c1cc2ccccc2o1` across the screens: -2.8%, 0.5%
# `c1ccc(-c2cccc(-c3ccccn3)n2)nc1` across the screens: -1.8%, 0.2%
# `CCCOc1cccc(OCCSc2nc(C)cc(=O)[nH]2)c1` across the screens: -5.7%, 1.9%

# The listing continues.
SMILES,Rat MKP-3 inhibitors,Hsp70 displacement
Nn1c(SCC(=O)Nc2ccccc2)nnc1-c1cccnc1,-3.7%,1.4%
CN(C)c1ccc(/C=C2\N=C(c3cccc(Cl)c3)OC2=O)cc1,3.3%,-54.8%
Cc1cc(C)cc(NC(=O)Cn2cc(C=O)c3ccccc32)c1,3.7%,-3.4%
O=C(NCCc1ccc(Cl)cc1)c1nnc(Cc2ccc(Cl)cc2)o1,-9.6%,0.6%
Cc1nnsc1-c1nc2ccccc2[nH]1,-5.2%,-0.9%
Cc1ccccc1-n1nc(C)c2cc(C(=O)N3CCN(S(=O)(=O)c4ccc(Cl)cc4)CC3)sc21,·,3.8%
O=C(Nc1ncc(Cc2ccc(F)cc2)s1)c1ccc(OCc2ccccc2)cc1,3.1%,1.7%
COc1ccc(CN2CCN(Cc3ccccc3C(F)(F)F)CC2)cc1,3.0%,0.6%
O=C(Oc1cc(=O)oc2ccccc12)c1ccco1,-8.0%,-0.5%
COC(=O)NCCOc1cc(C)ccc1C,8.8%,0.1%
COc1ccc(Cc2nnc(NC(=O)C3CCCO3)s2)cc1OC (configuration not stated),·,0.6%
COc1ccc(C(=O)Oc2ccc3c(C)cc(=O)oc3c2C(C)=O)cc1OC,0.6%,3.2%
CC(=O)Nc1ccc(C(=O)Nc2ccc(Br)cc2C)cc1,5.0%,-1.0%
Cc1cc(=O)[nH]c(SCC(=O)O)c1C#N,·,5.2%
CCn1c(CNc2ccc(C)cc2)nnc1SCC(N)=O,·,5.8%
O=C(O)c1ccccc1-c1ccccc1C(=O)Nc1ccc(Br)cn1,3.5%,-0.4%
O=S(=O)(c1ccc2ccccc2c1)N1CCc2ccccc2C1,-3.0%,-1.5%
O=C1CC(N2CCN(c3ccccc3F)CC2)C(=O)N1c1ccccc1 (configuration not stated),-0.3%,6.7%
CCOc1ccccc1-n1c(SCC(=O)N(C(C)C)C(C)C)nnc1-c1cccnc1,-6.1%,1.9%

# Assay outcomes from PubChem BioAssay.

# Some of the compounds tested; the hit share may differ from the screen's.
